S1P4 antag: antagonists of human S1P4 receptor; AID 1510; S1P4-expressing cells, antagonist mode, reporter read-out; O95977; inhibition, % at 4.98 µM; 220,000 tested, 0.26% active; in the data active means inhibition above about 29%;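 further: 0% = wells stimulated with agonist and 100% = vehicle wells without agonist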
Target sequence (O95977 whole entry, looked up): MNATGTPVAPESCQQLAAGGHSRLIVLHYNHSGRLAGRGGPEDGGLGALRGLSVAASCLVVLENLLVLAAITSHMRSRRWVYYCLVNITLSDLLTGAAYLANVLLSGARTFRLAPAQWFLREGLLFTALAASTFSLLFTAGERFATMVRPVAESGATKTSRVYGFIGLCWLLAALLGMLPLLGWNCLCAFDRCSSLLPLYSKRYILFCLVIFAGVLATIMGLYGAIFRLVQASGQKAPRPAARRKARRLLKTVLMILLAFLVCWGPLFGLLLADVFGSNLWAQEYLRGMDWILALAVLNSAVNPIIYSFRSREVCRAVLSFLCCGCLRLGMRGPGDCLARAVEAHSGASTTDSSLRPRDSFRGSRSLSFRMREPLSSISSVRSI
TRPML3 agonist: activates the human TRPML3 channel; AID 1448; HEK293 TRPML3-YFP, Fluo-8 calcium fluorescence; 100% = the carbachol control signal; Q8TDD5; activation, % at 3 µM; 220,000 tested, 0.29% active;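 active means activation above its plate's cutoff, the mean activation of the plate's test wells plus 3 SD, cut at about 12% in these data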;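 further: 0% = DMSO only wells and 100% = carbachol wells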
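Test system: HEK293 cells stably carrying human TRPML3-YFP; Doses: single dose, 3 µM final nominal compound, 0.3% DMSO final; Schedule: dye loading 1 h 37 °C then 30 min ambient, 125 s read; Technique: Fluo-8 calcium fluorescence; Benchmarks: high control carbachol 87 µM, low control DMSO.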
zfTRPN1 agonist: zebrafish TRPN1 (NompC) channel agonism. HEK293 zebrafish TRPN1-YFP, Fluo-8 calcium fluorescence; 100% = response to 87 µM carbachol. activation, % at 3 µM. 220,000 tested, 0.18% active. AID 1424;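 active means activation above its plate's cutoff, the mean activation of test wells on that plate plus 3 SD, cut at about 19% in these data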;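 further: 0% = DMSO alone and 100% = 87 µM carbachol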
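Material: zebrafish TRPN1-YFP in HEK293 cells. Doses: one dose of 3 µM, 0.3% DMSO. Incubation: dye 1 h 37 °C plus 30 min RT. Measured by: intracellular calcium fluorescence with Fluo-8.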
NPY1 pot ag: human NPY-Y1 potentiation or agonism, primary screen | activation, % at 3.6 µM | 220,000 tested, 0.37% active | AID 1304 | P25929 | NPY-Y1 expressing cells, potentiator/agonist activation; in the data active means activation above about 33%, passing the limit was not always enough;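 further: cells stimulated with NPY at EC10 then isoproterenol at EC100; 0% = low agonist plus stimulus and 100% = saturating agonist plus stimulus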
S1P4 ag: human S1P4 receptor agonism; O95977; 220,000 tested, 0.35% active; S1P4-expressing cell line, agonist reporter assay; activation, % at 4.98 µM; in the data active means activation above about 11%;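 further: 0% = DMSO vehicle and 100% = reference agonist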
NPY-Y2 PAM-ag: potentiators or agonists of human neuropeptide Y receptor Y2. activation, % at 3.6 µM. AID 1359. cells expressing NPY-Y2, potentiator/agonist read-out. P49146. 220,000 tested, 0.45% active; in the data active means activation above about 27%;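 further: cells stimulated with NPY near EC25 plus isoproterenol at EC100; 0% = vehicle plus submaximal agonist and 100% = vehicle plus saturating agonist; some results beyond the cut were filed as inactive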
Target sequence (P49146 whole entry, looked up): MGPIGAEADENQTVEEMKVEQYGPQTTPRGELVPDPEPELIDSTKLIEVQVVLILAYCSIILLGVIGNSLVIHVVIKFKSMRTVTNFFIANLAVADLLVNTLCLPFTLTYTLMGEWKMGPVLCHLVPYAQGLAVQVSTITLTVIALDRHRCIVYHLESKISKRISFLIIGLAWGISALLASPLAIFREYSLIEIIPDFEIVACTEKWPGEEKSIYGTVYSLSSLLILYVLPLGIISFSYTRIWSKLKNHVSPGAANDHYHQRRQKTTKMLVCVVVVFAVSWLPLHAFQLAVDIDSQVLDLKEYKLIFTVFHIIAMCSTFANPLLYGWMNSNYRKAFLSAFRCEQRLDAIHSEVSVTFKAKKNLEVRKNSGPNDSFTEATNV
CHOP inh: CHOP inhibition in unfolded protein response. inhibition, % at 10 µM. 220,000 tested, 3.8% active. CHO-K1 CHOP-promoter luciferase, tunicamycin-induced, 15-18 h;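 active means compounds that reduced the stress-induced luciferase reporter signal by more than about 70% of percent inhibition, limit read from the data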;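 further: 0% = tunicamycin plus vehicle and 100% = wells without tunicamycin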
EP2 mod: modulates human prostaglandin E2 receptor EP2 signaling. P43116. EP2-expressing cells, cAMP HTRF FRET, PGE2 co-stimulation. induction, % at 25 µM. 260,000 tested, 0.83% active. AID 940;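 active means compounds whose cAMP rise, as percent of the full-agonist control response, exceeds 60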;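 further: rat C6 glioma line stably carrying human EP2 under a CMV promoter; the protocol text gives 20 µM as final concentration; 100% = response of wells given 1 µM PGE2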
NPY-Y1 antag: NPY-Y1 (human) receptor antagonism; P25929; HEK293-CNG Y1 cells, membrane potential fluorescence; NPY at EC95, then isoproterenol; inhibition, % at 3.6 µM; 200,000 tested, 1% active; AID 1040;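 active means inhibition above the campaign mean inhibition of all tested compounds plus 3 SD, cut at about 20% in these data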;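 further: 0% = DMSO wells given NPY plus isoproterenol and 100% = isoproterenol alone without NPY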
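Test system: HEK293 cells co-expressing NPY Y1 receptor and cyclic-nucleotide gated channel; Also added: NPY (25 nM), isoproterenol (1 µM), Ro 20-1724 (25 µM); Compound dosing: one concentration, 3.6 µM, in 0.4% DMSO; Timing: dye 3 h, compound 60 min room temperature, stimulation 45 min; Technique: Membrane-potential fluorescent dye readout.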
Starred values were filed as active, the others as inactive; nt = no result given; & = joins results of further samples.

SMILES | S1P4 antag | TRPML3 agonist | zfTRPN1 agonist | NPY1 pot ag | S1P4 ag | NPY-Y2 PAM-ag | CHOP inh | EP2 mod | NPY-Y1 antag
COc1ccc(CCNC(=O)c2c(C)nc3ccccn23)cc1OC | -9 | 0.3 | 1.6 | -3 | 4.1 | -1 | 3 | -11 | 1
O=C1C=C(O)CC(c2ccco2)C1 (stereo not given) | -21 | -0.2 | 1.4 | -2 | -1.4 | -7 | 11 | 22 | 7
Cc1ccc2c(c1)[nH]c1c(=O)n(CCC3=CCCCC3)cnc12 | 1 | 0.1 | 1.5 | 22 | 2.0 | -9 | 26 | 1 | 4
O=C(CCNC(=O)c1ccccc1)Oc1ccc([N+](=O)[O-])cc1 | -3 | 1.2 | 0.7 | -20 | 1.8 | 9 | 30 | 31 | 1
COc1ccc(C(C)=O)cc1COc1nc(C)nc2ccccc12 | -35 | 0.5 | 0.2 | -3 | 0.6 | 9 | -4 | 13 | 2
Cc1ccc(C(=O)Nc2cc(Cl)ccc2OC(=O)c2ccc(C)cc2)cc1 | 0 | 0.9 | -2.5 | -4 | 1.2 | -7 | 38 | -3 | 3
O=C1Cc2ccccc2Sc2ccccc21 | 12 | -0.5 | -0.7 | 18 | 2.4 | -11 | 31 | 28 | 0
COc1ccc(C2Nc3ccccc3C(=O)N2Cc2ccco2)cc1COc1ccc([N+](=O)[O-])cc1 (stereo not given) | -15 | -0.9 | -0.5 | -27 | 1.9 | -15 | 6 | -2 | 17
COc1ccc(C2(CNC(=O)Cc3ccc(OC)c(OC)c3)CCOCC2)cc1 | -9 | 0.1 | -0.2 | 7 | 0.1 | 11 | 17 | 20 | 4
Cc1cc(C(=O)OCC(=O)Nc2cccnc2Cl)c2ccccc2n1 | -31 | 0.6 | 1.0 | -11 | 0.6 | -7 | 9 | -47 | 1
CC(=O)N1CCc2ccc(S(=O)(=O)N3CC(C)OC(C)C3)cc21 (stereo not given) | -4 | 0.9 | 1.0 | 5 | -0.7 | 18 | -10 | 3 | -2
COc1ccc(CCNc2ccc(N3C(=O)CC(C)C3=O)cc2[N+](=O)[O-])cc1 (stereo not given) | 7 | 0.1 | -0.3 | -4 | -1.2 | -16 | 63 | -42 | 4
O=C(Cn1nnc(-c2ccccc2NC(=O)c2ccccc2F)n1)NC1CCCC1 | -1 | -0.1 | 0.6 | 11 | 1.3 | -3 | 2 | -16 | -1
Cc1ccc(C(=O)NCC(=O)OCC(=O)NC2CCCC(C)C2C)s1 (stereo not given) | -12 | 0.8 | -2.1 | 1 | 2.1 | 1 | -13 | 48 | -3
O=C(c1ccc(F)cc1)C1CCN(S(=O)(=O)c2ccccc2)CC1 | -12 | -0.1 | 1.2 | -11 | 0.6 | -8 | -2 | -34 | 5
FC(F)Oc1ccc(NC(=S)Nn2cnnc2)cc1 | -22 | 0.4 | -0.2 | -6 | -0.7 | -4 | 2 | -45 | -4
CC(=O)Nc1ccc(NC(=O)COc2ncnc3ccccc23)cc1 | -18 | 0.8 | -2.5 | 1 | 0.7 | -9 | -4 | -7 | 1
O=C(CN1C(=O)CCC1=O)NC(=O)NC1CCCC1 | 1 | 0.5 | 2.1 | -9 | -1.5 | -59 | -1 | -4 | nt
COc1ccccc1Oc1ccc(N/C=C/C(=O)c2ccc(C)o2)cc1 | -4 | 0.5 | -0.8 | -13 | 3.1 | -8 | 11 | -50 | -6
CCC(CO)Nc1ccc(-c2nn(C)c(=O)c3ccccc23)cc1[N+](=O)[O-] (stereo not given) | 0 | 0.1 | 1.7 | 5 | 2.0 | 15 | 26 | -61 | -3
CSCC[C@H](NC(=O)OC(C)(C)C)C(=O)N/N=C/c1ccc2nccnc2c1 | 14 | -0.3 | 1.1 | -7 | 0.6 | -6 | 10 | -15 | nt
CCOC(=O)CN1CC23C=CC(O2)C(C(=O)Nc2ccc(OCC)cc2)C3C1=O (stereo not given) | 4 | 0.6 | 0.3 | 14 | 2.0 | 6 | -25 | 4 | 4
CCO[C@@H]1OC(C(=O)N2CCN(C)CC2)=C[C@H](c2csc3ccccc23)[C@H]1CCCO | 9 | 0.2 | -0.6 | -9 | -2.3 | 10 | 19 | -10 | 2
COCCNC(=O)CN(Cc1cccs1)C(=O)CCC(=O)Nc1nccs1 | -25 | 0.2 | 1.3 | -1 | 2.0 | -4 | 4 | 3&14 | 6
Cc1cccc(NC(=O)CCNC(=O)c2ccco2)c1 | -19 | 0.7 | 0.6 | -1 | 3.7 | 6 | 11 | 21 | 3
(further entries)
SMILES | S1P4 antag | TRPML3 agonist | zfTRPN1 agonist | NPY1 pot ag | S1P4 ag | NPY-Y2 PAM-ag | CHOP inh | EP2 mod | NPY-Y1 antag
CNC(=O)NC(=O)CSc1ncc(C(F)(F)F)cc1Cl | -10 | 0.7 | -0.4 | 10 | -2.0 | 11 | 23 | 20 | -9
O=S1(=O)C[C@@H](O)[C@@H](Nc2ccc(Cl)cc2)C1 | -11 | 0.7 | -1.0 | -7 | -0.5 | 15 | -6 | 3 | -4
CCOc1ccc2nc(N3C(=O)/C(=C/c4ccc(Cl)cc4)NC3=S)sc2c1 | 0 | -0.1 | 0.0 | 10 | -0.2 | 0 | 105* | 11 | 8
Cc1ccc(CNC(=O)c2cnccn2)cc1 | -19 | 0.8 | -1.4 | 6 | 0.2 | -6 | 28 | 21 | 2
N#C/C(=N/Nc1ccccc1F)C(=N)N1CCOCC1 | 20 | 1.2 | 3.0 | -8 | -0.7 | 11 | -8 | 0 | 2
O=C(Cc1ccc(Cl)c(Cl)c1)Nc1ccccc1N1CCOCC1 | -10 | 51* | -0.4 | 5 | 0.0 | -2 | 40 | -22 | 8
CC(C)(C)N(Cc1ccccc1)C(=O)COC(=O)Cn1cnc2ccccc2c1=O | -3 | 0.6 | 1.0 | 10 | 2.6 | 3 | -6 | -8 | 1
Cc1cc(C)n(-c2ccc(S(=O)(=O)N3CCCC3)cc2[N+](=O)[O-])n1 | 12 | 0.5 | 0.3 | -9 | 0.4 | -12 | 2 | -2 | nt
CN1CCN(C2=Cc3ccccc3Sc3cc(F)c(Cl)cc32)CC1 | 3 | 0.3 | 0.4 | -22 | 0.4 | 2 | -9 | 17 | 7
CCOc1ccc(NC(=O)N(C2CCCCCC2)C2CCN(C(C)=O)CC2)cc1 | 15 | 0.1 | 2.5 | 21 | -0.2 | -14 | 46 | -21 | -3
O=C(NCCc1c[nH]c2ccccc12)C(F)(F)C(F)F | -8 | 0.4 | -0.3 | 24 | -0.5 | 4 | 10 | -28 | -3
Cc1ccc(CNC(=O)c2cc3c(C)nc4ccccc4c3o2)cc1 | 4 | 0.6 | 4.5 | 21 | -1.2 | -15 | 51 | -9 | 7
NC(=O)C1CCN(C(=O)c2ccc(C(F)(F)F)cc2)CC1 | -11 | 0.6 | 1.3 | 29 | -0.1 | -9 | 7 | -7 | 1
COc1cc(/C=N/NC(=O)c2cccnc2)ccc1OS(=O)(=O)c1ccc(C)cc1 | -15 | 0.2 | 1.4 | 8 | 1.0 | 4 | -6 | -44 | -2
CCCOc1ccc(-c2nc[nH]c2[N+](=O)[O-])cc1 | -31 | 0.5 | 1.2 | 10 | -0.8 | -3 | -19 | -24 | -2
CCOc1cccc2cc(-c3csc(NC(=O)CCC(=O)N4CCC(C)CC4)n3)c(=O)oc12 | 10 | 0.8 | -0.3 | -22 | -0.8 | 2 | 86* | -6 | -2
COc1ccc2cc(S(=O)(=O)n3cnc(C)c3)ccc2c1 | -8 | 0.0 | -1.5 | -6 | 0.5 | -23 | 60 | -70 | 3
O=C(/C=C/c1ccccc1)N1CCC[C@H]1CO | 15 | 1.4 | -0.2 | -40 | 1.8 | 16 | 8 | 20 | -3
O=C(Nc1ccc(C(=O)N2CCOCC2)cc1)c1cnn2c(C(F)F)cc(-c3ccccc3)nc12 | -15 | 0.8 | 0.2 | 4 | 0.8 | -9 | 38 | -9 | -2
O=C(Nc1ccc(S(=O)(=O)N2CCOCC2)cc1)c1cc(-c2cc(Cl)ccc2O)n[nH]1 | 5 | 1.9 | 4.9 | 40 | 0.5 | 25 | 2 | -61 | nt

Compound profiles, from the list above. Screens in order: S1P4 antag | TRPML3 agonist | zfTRPN1 agonist | NPY1 pot ag | S1P4 ag | NPY-Y2 PAM-ag | CHOP inh | EP2 mod | NPY-Y1 antag
O=C(Cc1ccc(Cl)c(Cl)c1)Nc1ccccc1N1CCOCC1 is listed as -10 | 51* | -0.4 | 5 | 0.0 | -2 | 40 | -22 | 8
CCOc1ccc2nc(N3C(=O)/C(=C/c4ccc(Cl)cc4)NC3=S)sc2c1 is listed as 0 | -0.1 | 0.0 | 10 | -0.2 | 0 | 105* | 11 | 8
Cc1ccc(CNC(=O)c2cc3c(C)nc4ccccc4c3o2)cc1 is listed as 4 | 0.6 | 4.5 | 21 | -1.2 | -15 | 51 | -9 | 7
CN1CCN(C2=Cc3ccccc3Sc3cc(F)c(Cl)cc32)CC1 is listed as 3 | 0.3 | 0.4 | -22 | 0.4 | 2 | -9 | 17 | 7

Retrieved one by one from the list above:
SMILES | S1P4 antag | TRPML3 agonist | zfTRPN1 agonist | NPY1 pot ag | S1P4 ag | NPY-Y2 PAM-ag | CHOP inh | EP2 mod | NPY-Y1 antag
NC(=O)C1CCN(C(=O)c2ccc(C(F)(F)F)cc2)CC1 | -11 | 0.6 | 1.3 | 29 | -0.1 | -9 | 7 | -7 | 1
O=C(Cc1ccc(Cl)c(Cl)c1)Nc1ccccc1N1CCOCC1 | -10 | 51* | -0.4 | 5 | 0.0 | -2 | 40 | -22 | 8
O=C(Nc1ccc(S(=O)(=O)N2CCOCC2)cc1)c1cc(-c2cc(Cl)ccc2O)n[nH]1 | 5 | 1.9 | 4.9 | 40 | 0.5 | 25 | 2 | -61 | nt
CCCOc1ccc(-c2nc[nH]c2[N+](=O)[O-])cc1 | -31 | 0.5 | 1.2 | 10 | -0.8 | -3 | -19 | -24 | -2

Printed as active in CHOP inh (from the list above):
smiles	S1P4 antag	TRPML3 agonist	NPY1 pot ag	S1P4 ag	NPY-Y2 PAM-ag	CHOP inh	EP2 mod	NPY-Y1 antag
CCOc1ccc2nc(N3C(=O)/C(=C/c4ccc(Cl)cc4)NC3=S)sc2c1	0	-0.1	10	-0.2	0	105*	11	8
CCOc1cccc2cc(-c3csc(NC(=O)CCC(=O)N4CCC(C)CC4)n3)c(=O)oc12	10	0.8	-22	-0.8	2	86*	-6	-2

Bioassay records (PubChem BioAssay)

Compounds as they come (roughly 6.5% active in at least one column).
